Bioassay records: PubChem, National Center for Advancing Translational Sciences (NCATS)
USP2a inhib – qHTS Assay for Inhibitors of Ubiquitin-specific Protease USP2a. USP2a enzymatic assay, qHTS inhibition. Potency, µM (highest dose often 38.3 µM), for the others: at the highest dose activity change, negative = inhibition, usual class: inhibitors. Ubiquitin carboxyl-terminal hydrolase 2 (Homo sapiens), O75604. 60,000 compounds, 0.1% hits;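 further: potency means the concentration at half of the fitted maximal effect; nearly all actives have a fitted effect of over 60% in size; plate controls were DMSO for no effect and NEM full inhibition control for full effect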
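20 nM USP2 core + cpd, 30 min RT; add 20 nM Ub-PLA2/20 uM NBD C6-HPC; read Ex460/Em535 at 0 h and 2.5 h. Normalized to NEM; qHTS curve fit/classification.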
HEK293 cAMP ctrl – qHTS Assay for Agonists of the Thyroid Stimulating Hormone Receptor: Activators of Intracellular cAMP Concentrations in Parental HEK 293. parental HEK293 CNG cAMP sensor, membrane potential fluorescence. Potency, µM (highest dose often 57.1 µM), without a hit: top-dose activation, actives largely listed as activators. 73,000 compounds, 2.5% hits; further: potency means the concentration at half of the fitted maximal effect; % of control where 0% means no effect; nearly all actives have a fitted effect of over 55% in size
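Parental HEK 293 cells stably expressing a cAMP-gated CNG channel were loaded with membrane potential dye containing 100 uM RO 20-1724 for 60 min. Compound added for 30 min; depolarization read as fluorescence intensity at 590 nm.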
ALOX15 inhib – qHTS Assay for Inhibitors of 15-hLO (15-human lipoxygenase); 74,000 compounds, 1.4% hits; purified 15hLO-1, xylenol orange hydroperoxide absorbance; Potency, µM (series often up to 57.1 µM), inactives show at the highest dose activity change, negative = inhibition, usual class: inhibitors; Polyunsaturated fatty acid lipoxygenase ALOX15 (Homo sapiens), P16050; further: potency means the concentration at half of the fitted maximal effect; on the % scale 0 is the no-effect control and ±100 the full control effect; nearly all actives have a fitted effect of over 55% in size
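Purified human 15hLO-1 (40 nM) in 25 mM Hepes pH 7.5, 0.01% Triton X-100, preincubated 15 min RT with compound, then 50 uM arachidonic acid for 6 min. Hydroperoxide read by ferrous/xylenol orange, 30 min; 573/405 nm absorbance ratio gave progress.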
Tau fil binding – qHTS Assay for Tau Filament Binding; Microtubule-associated protein tau (Homo sapiens), P10636; recombinant tau filaments, thioflavin S fluorescence, 15 h; filaments grown with octadecylsulfate alongside compound; Potency, µM (series often up to 57.1 µM), for inactives: top-dose activity change, negative = inhibition; 71,000 compounds, 2% hits;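 further: potency means the concentration at half of the fitted maximal effect; on the % scale 0 is the no-effect control and ±100 the full control effect; actives lower thioflavin S fluorescence by blocking filaments or displacing dye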
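His-tagged recombinant human tau (exons 2, 3 and 10 included), 1 uM, was induced to fibrillize by 30 uM sodium octadecylsulfate with compound present. After 15 h at 37 C, thioflavine S fluorescence (ex 450, em 510 nm) was read.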
Caspase-7 inhib – qHTS Assay for Allosteric/Competitive Inhibitors of Caspase-7. P55210. recombinant caspase-7, Ac-DEVD-AFC fluorescence rate. Potency, µM (doses to about 57.5 µM), without a hit: at the top dose activity change, negative = inhibition, usual class: inhibitors. 75,000 compounds, 0.02% hits; active means well fitted inhibition curve with a large enough effect in the main read-out, with a control signal flat, not every such curve was filed as active; inconclusive means small, poorly fitted or top-dose-only effect, or a change in a side signal; further: potency means the concentration at half of the fitted maximal effect; % of control where 0% means no effect
Casp1 inh – qHTS Assay for Allosteric/Competitive Inhibitors of Caspase-1 | 75,000 compounds, 0.03% hits | P29466 | Caspase-1 enzyme, Ac-WEHD-AFC fluorogenic rate | AID 900, 2007 | Potency, µM (titrated, usually from 57.5 µM), inactives show top-dose activity change, negative = inhibition, usual class: inhibitors;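 further: potency means the concentration at half of the fitted maximal effect; plate controls were vehicle for no effect and no substrate for full effect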
BRCT PPI green – qHTS Assay for Inhibitors of BRCT-Phosphoprotein Interaction (Green Fluorophore); Breast cancer type 1 susceptibility protein (Homo sapiens), P38398; BRCA1 BRCT-phosphopeptide binding, green fluorescence polarization; 75,000 compounds, 0.05% hits; Potency, µM (highest dose often 76.9 µM), for the others: top-dose activity change, negative = inhibition, actives largely listed as inhibitors;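 further: potency means the concentration at half of the fitted maximal effect; plate controls were peptide without protein for full effect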
Target sequence (P38398 whole entry, looked up): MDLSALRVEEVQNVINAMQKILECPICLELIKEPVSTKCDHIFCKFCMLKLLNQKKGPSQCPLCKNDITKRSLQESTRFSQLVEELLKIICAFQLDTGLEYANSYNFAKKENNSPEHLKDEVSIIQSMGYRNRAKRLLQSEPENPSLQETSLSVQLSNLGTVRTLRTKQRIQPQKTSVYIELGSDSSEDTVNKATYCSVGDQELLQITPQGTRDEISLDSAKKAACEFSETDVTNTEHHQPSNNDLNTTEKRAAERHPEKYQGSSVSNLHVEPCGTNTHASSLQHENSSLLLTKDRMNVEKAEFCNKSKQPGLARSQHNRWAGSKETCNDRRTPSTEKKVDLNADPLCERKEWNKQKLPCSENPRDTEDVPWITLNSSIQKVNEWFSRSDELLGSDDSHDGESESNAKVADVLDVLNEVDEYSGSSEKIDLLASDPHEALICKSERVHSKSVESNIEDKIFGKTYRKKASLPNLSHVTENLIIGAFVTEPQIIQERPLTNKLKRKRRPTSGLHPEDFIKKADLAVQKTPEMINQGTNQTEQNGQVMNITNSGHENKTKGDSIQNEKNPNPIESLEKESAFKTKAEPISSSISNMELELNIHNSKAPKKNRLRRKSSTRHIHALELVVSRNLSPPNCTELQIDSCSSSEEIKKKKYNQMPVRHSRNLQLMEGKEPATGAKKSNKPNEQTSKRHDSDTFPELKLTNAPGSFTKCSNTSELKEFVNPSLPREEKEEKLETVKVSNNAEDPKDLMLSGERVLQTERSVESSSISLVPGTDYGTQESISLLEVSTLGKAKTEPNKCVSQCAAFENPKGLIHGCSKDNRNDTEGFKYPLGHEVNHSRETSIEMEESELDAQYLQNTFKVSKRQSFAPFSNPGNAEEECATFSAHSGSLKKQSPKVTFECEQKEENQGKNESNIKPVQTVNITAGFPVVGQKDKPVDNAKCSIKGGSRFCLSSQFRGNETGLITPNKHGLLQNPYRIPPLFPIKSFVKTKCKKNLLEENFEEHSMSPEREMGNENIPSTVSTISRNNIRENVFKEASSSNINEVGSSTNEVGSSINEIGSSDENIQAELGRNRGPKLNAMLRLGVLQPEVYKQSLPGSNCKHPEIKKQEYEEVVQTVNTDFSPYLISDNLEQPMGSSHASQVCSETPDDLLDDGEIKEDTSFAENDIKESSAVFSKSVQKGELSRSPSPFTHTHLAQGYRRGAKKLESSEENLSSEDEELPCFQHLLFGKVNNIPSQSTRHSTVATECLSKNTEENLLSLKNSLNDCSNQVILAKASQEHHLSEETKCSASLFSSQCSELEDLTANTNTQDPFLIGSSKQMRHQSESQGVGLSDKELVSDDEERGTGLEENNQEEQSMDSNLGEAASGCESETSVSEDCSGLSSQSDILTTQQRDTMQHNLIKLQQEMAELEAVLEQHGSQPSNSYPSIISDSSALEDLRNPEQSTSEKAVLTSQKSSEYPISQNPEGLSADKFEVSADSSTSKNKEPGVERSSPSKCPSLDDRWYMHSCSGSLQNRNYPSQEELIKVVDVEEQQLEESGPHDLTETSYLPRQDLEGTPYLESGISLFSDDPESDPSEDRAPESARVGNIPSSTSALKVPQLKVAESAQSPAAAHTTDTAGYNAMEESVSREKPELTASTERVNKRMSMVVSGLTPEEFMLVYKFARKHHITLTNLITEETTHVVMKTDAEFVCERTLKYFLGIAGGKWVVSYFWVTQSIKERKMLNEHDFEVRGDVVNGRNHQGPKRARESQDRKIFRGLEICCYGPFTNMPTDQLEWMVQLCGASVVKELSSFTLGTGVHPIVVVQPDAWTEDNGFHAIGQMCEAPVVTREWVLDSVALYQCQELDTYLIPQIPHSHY
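Fluorescence polarization: His-tagged BRCT (~35 kDa BRCA1 C-terminus, 250 nM) bound to 100 nM fluorescein-labeled phosphorylated 10-aa BACH1 peptide, pH 7.3 phosphate buffer with DTT and Tween 20. Compounds incubated 12 min at room temperature; inhibition read as lowered polarization.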
BRCT PPI red – qHTS Assay for Inhibitors of BRCT-Phosphoprotein Interaction (Red Fluorophore); Potency, µM (titrated, usually from 76.9 µM), for the others: at the top dose activity change, negative = inhibition, most hits filed as inhibitors; BRCT-phosphopeptide binding, red fluorescence polarization; 75,000 compounds, 0.03% hits; Breast cancer type 1 susceptibility protein (Homo sapiens), P38398; further: on the % scale 0 is the no-effect control and ±100 the full control effect
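Fluorescence polarization: 100 nM His-tagged BRCA1 BRCT with 100 nM TAMRA-labelled phospho-BACH1 decapeptide, phosphate buffer pH 7.3 with 150 mM NaCl, DTT, 0.01% Tween 20; 12 min RT. Binding inhibition seen as FP decrease.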
Rhodamine fluor – qHTS Assay for Spectroscopic Profiling in Rhodamine Spectral Region; Rhodamine-region fluorescence, 547/598 nm, Tris buffer; active compounds read high; max dye-equivalent concentration, M; 59,000 compounds, 0.05% hits; AID 594, 2007; in the data active means max dye-equivalent concentration above about 11 nM; inconclusive means between about 1.1 nM and that limit
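Compound fluorescence in 100 mM Tris, pH 8.0, read after 15 min at room temperature with 547 nm excitation and 598 nm emission. Output is dye-equivalent concentration from an on-plate rhodamine standard series.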
Pol III holo inh – qHTS Assay for Inhibitors of DNA Polymerase III Holoenzyme System; reconstituted DNA polymerase III holoenzyme replication, biochemical; Potency, µM (series often up to 57.1 µM), without a hit: at the top dose activity change, negative = inhibition; 71,000 compounds, 0.25% hits; AID 603, 2007; further: potency means the concentration at half of the fitted maximal effect; on the % scale 0 is the no-effect control and ±100 the full control effect
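Reconstituted *E. coli* holoenzyme (0.35 nM Pol III, 1 nM beta, 154 nM SSB, 2 nM primase) was preincubated with compound for 15 min at RT. Synthesis on 1.4 nM ssM13Gori ran 35 min, then was stopped with PicoGreen/EDTA and read as dsDNA fluorescence.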
HADH2 inh – qHTS Assay for Inhibitors of HADH2 (Hydroxyacyl-Coenzyme A Dehydrogenase, Type II); recombinant HADH2, NADH fluorescence, beta-hydroxybutyryl-CoA; Potency, µM (series often up to 57.1 µM), for inactives: top-dose activity change, negative = inhibition, most hits filed as inhibitors; 73,000 compounds, 3.4% hits; AID 886, 2007; 3-hydroxyacyl-CoA dehydrogenase type-2 (Homo sapiens), Q99714; further: potency means the concentration at half of the fitted maximal effect; on the % scale 0 is the no-effect control and ±100 the full control effect; nearly all actives have a fitted effect of over 60% in size; many of its hits are not listed in these tables
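Activity measured as NADH fluorescence gain (360/450 nm), taken as the change between first and last reads of a 4-min kinetic run. Conditions: pH 9.0 Tris buffer, 20 nM E. coli-expressed His-tagged enzyme, 1 mM NAD+, 90 uM beta-hydroxybutyryl-CoA; 15-min compound preincubation.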
* hit, by the source's call; i = inactive; ? = inconclusive; nt = not tested or not shown; [ ] = dose if it differs, or a comment. Unless noted, the call rests on the fitted dose curve; in most records, active means well fitted curve in the direction sought with a large enough effect; inconclusive means small, poorly fitted or top-dose-only effect, or another doubt; inactive means no such curve, though single readings can be large; an effect the other way counts as inactive or inconclusive. Only part of the results is shown, so the mix of outcomes need not match the whole.

| Molecule | USP2a inhib | HEK293 cAMP ctrl | ALOX15 inhib | Tau fil binding | Caspase-7 inhib | Casp1 inh | BRCT PPI green | BRCT PPI red | Rhodamine fluor | Pol III holo inh | HADH2 inh |
| --- | --- | --- | --- | --- | --- | --- | --- | --- | --- | --- | --- |
| COCCNc1ccnc(-c2c(C)noc2C)n1 | 14% | -14% | -2% | 0% | 1% | -2% | -3.9% | 2.2% | i | -4% | -2% |
| CCc1nc2ccccc2n(CCOCCn2c(=O)c(CC)nc3ccccc32)c1=O | 2% | 3% | 8% | -1% | 0% | 1% | -1.1% | 0.7% | i | -5% | 1% |
| Cc1nc(SCCO)c2oc3ccccc3c2n1 | 3% | 4% | 0% | 4% | -3% | -2% | 1.4% | -1.1% | i | -4% | -19% |
| O=C1c2[nH]nc(-c3ccccc3O)c2C(c2ccc(F)cc2)N1Cc1ccco1 (stereo not drawn) | 30% | ? | ? | -14% | -20% | -3% | 1.8% | -1.6% | i | 0% | -2% |
| CC(OC(=O)c1cc2sccc2n1C)C(=O)NCC1CCCO1 (stereo not drawn) | 24% | -6% | 10% | 3% | -1% | 3% | -2.0% | -0.8% | i | -4% | -1% |
| Cc1ccc(Cn2c3ccccc3c3cn[nH]c(=O)c32)cc1 | nt | ? | -5% | 35% | -4% | -1% | 2.2% | -0.3% | nt | 2% | 5% |
| CCOC(=O)C1CCCN(CC(=O)Nc2c(C(=O)OC)[nH]c3ccc(Cl)cc23)C1 (stereo not drawn) | 16% | 27% | -5% | 3% | -3% | -4% | -0.9% | -0.9% | i | 1% | ? |
| Cc1cc(C(=O)Nc2ccc(S(=O)(=O)Nc3onc(C)c3C)cc2)cs1 | 7% | 3% | -5% | 6% | -1% | 1% | -1.0% | -0.4% | i | 0% | -2% |
| COc1ccc(CN(CC(=O)NC2CCCC2)C(=O)c2onc(C(N)=O)c2N)cc1 | -12% | 12% | 0% | -2% | 3% | 0% | -2.7% | -0.8% | i | -4% | 10% |
| CC(C)CNS(=O)(=O)c1ccc(CCC(=O)N2CCN(Cc3ccccc3)CC2)cc1 | 17% | 11% | 3% | -7% | 1% | -2% | -0.6% | -1.2% | i | 10% | 18% |
| COc1cccc2cc(C(C)=O)c(=O)oc12 | -5% | -13% | -4% | -7% | 0% | -1% | -0.1% | 2.4% | i | -4% | -11% |
| CCCCCN(C(=O)NC(=O)Nc1nncs1)S(C)(=O)=O | -7% | ? | 13% | 1% | -1% | -1% | -1.6% | 2.0% | i | 0% | -12% |
| O=C(NCC1CCCO1)c1ccc(CS(=O)(=O)c2ccc(Br)cc2)o1 (stereo not drawn) | nt | 10% | 4% | 4% | 0% | 3% | -1.2% | 1.2% | nt | 1% | -3% |
| CNC(=O)CN(c1ccc(OC)cc1)S(=O)(=O)c1ccc(F)cc1 | 0% | 8% | 2% | -7% | 0% | -1% | -0.6% | -0.9% | i | 6% | 5% |
| Cc1cccc(NC(=O)C2CCN(S(=O)(=O)c3c(C)nn(C)c3C)CC2)n1 | nt | 3% | 4% | 12% | -1% | 0% | 0.5% | -0.2% | nt | -4% | 5% |
| CCn1nnnc1SCC(=O)Nc1nc(-c2cccs2)cs1 | 188%[activator] | -3% | -13% | -6% | -2% | 0% | 1.0% | -1.5% | i | -1% | -21% |
| O=C(Cn1nnc(-c2ccc3c(c2)OCO3)n1)NCc1ccco1 | -6% | 0% | -11% | 10% | 0% | 0% | -1.3% | -0.8% | i | -4% | 2% |
| O=C(NCc1ccncc1)c1ccc(Br)o1 | 0%[7.66 µM] | -3%[11.4 µM] | -6%[11.4 µM] | 0%[11.4 µM] | -1% | -2% | -1.2% | -1.1% | nt | 4%[11.4 µM] | -11%[11.4 µM] |
| CN(C)Cc1nc2ccccc2c(=O)n1Cc1nc(C(C)(C)C)cs1 | 3% | ? | 12% | -2% | -1% | 1% | 1.6% | 0.3% | i | -4% | 0% |
| COc1ccc(CNC(=O)C2CCCN(S(=O)(=O)c3cnc[nH]3)C2)cc1 (stereo not drawn) | nt | 1% | 3% | -2% | -3% | -4% | -2.0% | -1.0% | nt | -2% | -2% |
| CN(CC(=O)N1CCN(c2ccccc2)CC1)S(=O)(=O)c1cnc[nH]1 | -5% | 5% | -2% | -4% | -5% | 2% | -5.1% | -2.0% | i | -3% | 0% |
| O=C(O)c1ccc(Cl)c(Cl)c1 | nt | ? | 2% | -6% | 0% | -2% | -0.5% | -1.3% | nt | 2% | -5% |
| CCc1ccc(Cn2nnc(C(=O)Nc3ccc(OC)cc3OC)c2N)cc1 | nt | 10% | -8% | 14% | 0% | -1% | -2.5% | 0.1% | nt | 3% | 25µM* |
| CCOC(=O)c1ccccc1NC(=O)Cn1cnc2c(cnn2C(C)(C)C)c1=O | 9% | 21% | -8% | 3% | -3% | 0% | 0.7% | -0.2% | i | -1% | 6% |
| CC(CCc1ccccc1)NC(=O)COC(=O)C1=COCCO1 (stereo not drawn) | -3% | 6% | 14% | -2% | 3% | 2% | -2.9% | -0.2% | i | -2% | 7% |
| CCCCOCC1CN(c2ccccc2)C(=O)CS1 (stereo not drawn) | 45%[activator] | ? | ? | -16% | -4% | -4% | 0.2% | 0.5% | i | -3% | -18% |
| COc1ccccc1OCCC(=O)OCCN1C(=O)c2ccccc2C1=O | 4% | ? | 5% | -2% | 0% | 4% | -2.4% | -0.1% | i | 2% | 12% |
| Cc1ccc(SCCN2C(=O)NC(C)(C)C2=O)cc1 | 2% | 1% | 5% | -7% | -4% | 0% | -0.3% | 0.5% | i | -2% | 5% |
| NC(=O)C1=CN([C@@H]2O[C@@H](COP(=O)(O)OP(=O)(O)OC[C@@H]3O[C@H](n4cnc5c(N)ncnc54)[C@@H](OP(=O)(O)O)[C@@H]3O)[C@H](O)[C@@H]2O)C=CC1 | 6% | ? | -17% | -3% | 0% | 2% | -5.1% | 1.8% | i | -10% | -12% |
| COc1ccc(Oc2ncc3ncc(=O)n(Cc4cccs4)c3n2)cc1 | 60%[activator] | ? | -11% | -17% | -2% | -3% | 4.9% | 0.6% | i | -2% | 4% |
| CCOC(=O)CCCCC(=O)c1[nH]c(=O)[nH]c1CSc1nc(-c2ccccc2)c(C#N)c(=O)[nH]1 | -4% | 4% | -4% | -1% | -17% | -2% | -2.9% | 0.0% | i | -2% | 25µM* |
| COc1ccc(C(c2nnnn2CC2CCCO2)N2CCN(c3ccc(F)cc3)CC2)cc1 (stereo not drawn) | 44%[activator] | 14% | -4% | 3% | -1% | 3% | -1.9% | -0.5% | i | -1% | 3% |
| COc1ccc(C2(C(=O)NC(C)C)CCCC2)cc1OC | -14% | -2% | -16% | 9% | 1% | -1% | -0.9% | 1.7% | i | -10% | -18% |
| COC(=O)c1ccc(COc2nc(C)cc(C)c2C#N)o1 | 1% | 26% | 4% | 17% | -2% | 0% | 1.0% | -2.6% | i | -4% | 5% |
| O=C1CCCCC(=O)N(c2ccccc2)c2ccccc21 | -6% | -1% | 1% | 7% | 0% | -1% | -1.0% | -0.1% | nt | 6% | 2% |

Entries shown so far that contain a tert-butyl group, in the order listed:
| Molecule | USP2a inhib | HEK293 cAMP ctrl | ALOX15 inhib | Tau fil binding | Caspase-7 inhib | Casp1 inh | BRCT PPI green | BRCT PPI red | Rhodamine fluor | Pol III holo inh | HADH2 inh |
| --- | --- | --- | --- | --- | --- | --- | --- | --- | --- | --- | --- |
| CN(C)Cc1nc2ccccc2c(=O)n1Cc1nc(C(C)(C)C)cs1 | 3% | ? | 12% | -2% | -1% | 1% | 1.6% | 0.3% | i | -4% | 0% |
| CCOC(=O)c1ccccc1NC(=O)Cn1cnc2c(cnn2C(C)(C)C)c1=O | 9% | 21% | -8% | 3% | -3% | 0% | 0.7% | -0.2% | i | -1% | 6% |
